sgs1 mgt1: NCI yeast anticancer drug screen, S. cerevisiae sgs1 mgt1 strain; % growth inhibition at 50 µM; 78,000 compounds, 10% hits; AID 161, 2004;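 further: 0% = growth of vehicle-only cultures of the same strain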
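Yeast cells carrying a defined DNA-repair defect were exposed to test compounds. Growth inhibition was measured relative to vehicle-treated controls.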
bub3: NCI yeast anticancer drug screen, S. cerevisiae bub3 mutant strain | growth inhibition, % at 50 µM | 78,000 compounds, 9.9% hits;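 further: 0% = growth of vehicle-only cultures of the same strain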
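Steps: expose the mutant yeast strain to compound; grow alongside vehicle-treated cultures; measure growth; express inhibition against the vehicle cultures.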
rad50: NCI yeast anticancer drug screen, S. cerevisiae rad50 strain | growth inhibition, % at 50 µM | 79,000 compounds, 10% hits;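 further: 0% = growth of vehicle-only cultures of the same strain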
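DNA repair mutant yeast, compound exposure, growth read-out; inhibition is taken relative to vehicle.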
yeast mec2-1: NCI yeast anticancer drug screen, S. cerevisiae mec2-1 strain; % growth inhibition at 50 µM; 79,000 compounds, 9% hits; AID 157, 2004;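 further: 0% = growth of vehicle-only cultures of the same strain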
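Test agents were screened against the mec2-1 yeast strain, with defined DNA repair or cell cycle alteration. Growth was scored as inhibition against vehicle-only controls.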
mlh1 rad18: NCI yeast anticancer drug screen, S. cerevisiae mlh1 rad18 strain; % growth inhibition at 50 µM; 79,000 compounds, 11% hits; AID 175, 2004;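 further: 0% = growth of vehicle-only cultures of the same strain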
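In this whole-cell yeast screen, a strain with altered DNA damage repair is challenged with compound, and its growth is measured against matched vehicle-treated controls.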
yeast cln2 rad14: NCI yeast anticancer drug screen, S. cerevisiae cln2 rad14 strain; growth inhibition, % at 50 µM; 78,000 compounds, 8.3% hits; AID 165, 2004;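 further: 0% = growth of vehicle-only cultures of the same strain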
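Yeast strain cln2 rad14, bearing defects in cell cycle control and DNA repair, serves as the test system; values reflect growth inhibition compared with vehicle.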
Numbers without * were called inactive; / = no result given; & = joins results of further samples. No stated cut-off is given here; in the data, active means growth inhibition above about 70%; inactive means the rest.

SMILES	sgs1 mgt1	bub3	rad50	yeast mec2-1	mlh1 rad18	yeast cln2 rad14
CCCCOP(=O)(OCCCC)/C(C#N)=C/c1ccco1	-50.1	-29.8	-67.7	-65.6	-79.4	-42.1
CC#Cc1c(C#CC)c(OC)c2c(c1OC)C(=O)c1ccccc1C2=O	-26.2	-8.2	-20.9	-29.3	-25.1	3.3
CN(/N=C/c1ccccc1)C(=N)N	13.2&-10.2	-5.6&-12.8	5.4&-3.6	4.2&-5.4	2.0&-2.3	11.2&-40.6
C/C(=C\CNc1ncnc2c1ncn2CCC(=O)OC(C)(C)C)CO	-49.1	5.6	-12.3	-8.7	-17.6	13.1
O=C(N/N=C/c1ccccc1)c1ccccc1O	-13.8	0.7	2.0	8.2	-5.0	-3.7
CC(C)(C)OC(=O)N(CCNS(=O)(=O)c1cccc2cnccc12)CCC(=O)ON1C(=O)CCC1=O	17.8	23.3	4.7	-0.2	6.3	14.7
CC1=NC2=NC(CCCC(=O)OCc3ccccc3)=NC3=CC=CC(=N1)N32	-0.1	14.3	-2.5	13.4	-4.2	25.6
COc1ccc(C=Nc2ccc(C(=O)O)cc2)cc1	1.4	13.9	0.5	9.3	-6.2	-2.2
Cc1cc2ccccc2c2nncn12	-7.3	10.7	-3.8	-0.1	-3.2	-18.1
N=c1sc(N2CCOCC2)nn1CC(=O)c1ccccc1	-18.2	-17.1	3.2	-20.9	15.1	4.3
Cn1c(=O)c2c(nc(CCNC(=O)c3ccccc3)n2C)n(C)c1=O	11.1	5.6	-1.1	-7.8	-17.1	-27.4
C=CCNC(=O)CCCCCCCC1C(CCCCCCCC)C2(Cl)C(Cl)=C(Cl)C1(Cl)C2(Cl)Cl (stereo not drawn)	18.2	1.8	23.6	-4.6	17.8	-12.2
Cc1cc(=O)c2c(o1)-c1c(cc(O)c(O)c1C(=O)O)OC2	2.5	-19.6	-14.0	-29.5	13.9	9.8
COCCNC(=O)NS(=O)(=O)c1ccc(C)cc1	7.2	-6.2	-1.4	-22.3	-9.2	-12.2
c1ccc(N=C(Nc2ccccc2)N2CCCCC2)cc1	-7.9	9.3	-20.0	-50.4	-21.6	9.8
c1ccc(CNCC(NCc2ccccc2)c2ccccc2)cc1 (stereo not drawn)	-10.7	-1.9	-7.0	-33.6	-16.4	1.2
CCC(C)C1CCCCC1O (stereo not drawn)	7.0	10.2	23.2	-3.2	12.1	-11.6
CCCCCCCCCCCCCCCCCC(=O)OCC(O)COC(=O)CCCCCCCCCCCCCCCCC	-8.7	45.5	-7.5	15.6	2.5	38.4
CCOC(=O)c1ccc(NC(=O)Nc2nncs2)cc1	-17.1	-31.4	-14.1	-2.0	-7.0	-15.6
CN=C(NC#N)NCCSCc1nc[nH]c1C	-17.5	-16.6	20.3	16.8	-29.2	-5.2
CNC(=O)C(c1ccccc1)C(F)(F)F (stereo not drawn)	-6.7	10.3	8.1	3.9	4.3	-12.4
O=C(/C=C\c1cc(Br)ccc1O)/C=C/c1cc(Br)ccc1O	73.3*	89.0*	76.8*	75.8*	75.0*	36.4
CCS(=O)(=O)/C=C/c1cccnc1	-11.4	3.0	0.5	-4.8	9.5	-51.5
CN(C)c1ccccc1C(=O)N/N=C\c1ccc(Cl)cc1	13.7	9.2	8.2	12.6	9.6	10.1
O=[N+]([O-])c1ccccc1N=N/C(Cc1ccccc1)=N\Nc1ccccc1	-8.2	-12.6	10.8	19.9	-17.8	11.6
Cn1c2c(c3ccccc31)CCN=C2C1CCCOC1=O (stereo not drawn)	-21.1	-9.3	-27.6	-54.2	-39.1	-17.5
O=C1OC(/C=C\c2ccccc2)=NC/1=C\c1cc(Br)cc(Br)c1O	47.8	14.7	46.9	38.0	29.0	15.3
Cn1nnc(C(=O)O)n1	-4.7	-11.4	-7.8	-4.3	-10.8	-19.8
C=C(C)C(=O)O[C@H]1C/C(CO)=C/CCC(=C)C(OC(C)=O)[C@H]2OC(=O)C(=C)[C@H]12 (stereo partly drawn)	-0.9	-21.9	10.4	36.8	-20.2	6.8
O=[N+]([O-])C1=Cc2ccccc2S(=O)(=O)CC1	92.7*	90.5*	92.9*	92.2*	97.9*	63.5
Clc1ccc(-c2nnc(-c3ccc4ccccc4c3)o2)cc1Cl	7.2	-14.9	3.2	-28.9	-6.2	11.8
O=C(c1ccccc1)c1ccccc1C(=O)c1ccccc1	54.0	70.4*	77.0*	25.6	52.0	-43.0
CCCCCCCC1C(=O)OC2CC3C(C)=CC(=O)C(O)C3(C)C3C4(O)OCC23C1C(C)C4O (stereo not drawn)	91.0*	90.2*	91.5*	92.3*	92.1*	91.4*
Cn1cc(C2=CC(=O)C=CC2=O)c2ccccc21	98.8*	98.2*	98.1*	98.6*	98.5*	98.2*
CCNC(=O)C1CCN(Cc2c[nH]c3ccccc23)CC1	33.2	0.6	-19.4	0.1	-18.1	-12.9
COc1c(O)c2c3c(cc(C)cc3c1C(C)C)OC2	94.3*	93.4*	93.3*	94.5*	93.1*	93.1*
Cc1ccc(NC(=O)N2CC2C)cc1NC(=O)N1CC1C (stereo not drawn)	-7.0	6.9	2.4	5.5	-9.4	17.3
O=C(NNC(=O)c1ccc(Cl)cc1Cl)c1ccccc1	-4.8	-9.2	-13.8	0.2	-7.8	-9.9
CC/C(=C\c1cccc([N+](=O)[O-])c1)C(=O)O	/	/	-9.7	-25.6	-5.5	/
CC1(C)CCC[C@@]2(C)C1CC[C@H]1CC(O)C3(C)CCC12C3 (stereo partly drawn)	2.9	6.3	18.9	-1.6	20.8	1.5
CN1C(=O)CSC(C)(C)C1=O	5.0	-1.9	11.2	2.5	-4.3	-3.4
CNc1ccc(Cl)cc1C(N)=O	28.7	7.0	2.8	6.9	19.9	-3.2
CSC1(CC(=O)N(C)C)C(=O)Nc2ccccc21 (stereo not drawn)	-1.9	1.8	15.6	15.0	9.7	11.1
CC(=O)OC1C(C)OC(OC(=O)C2CCC3C(C2)OC2(CC(OC(=O)/C=C/c4ccccc4)C(C)CO2)C32CO2)C(OC2OC(C)C(O)C(O)C2O)C1O (stereo not drawn)	2.3	3.6	1.3	-16.8	-62.9	13.5
CCCCCCCC/C=C\CCCCCCCC(=O)Cl	-14.0	-8.8	-19.0	-33.8	-23.1	-55.9
O=[N+]([O-])c1ccc2c(c1)[S@@](=O)c1nc([N+](=O)[O-])cnc1N2	57.9	57.7	25.8	41.2	59.6	46.6
O=C(c1ccccc1)N1C2C3CC(OCc4ccccc4)(OCc4ccccc4)C(O3)C21 (stereo not drawn)	-16.4	16.8	-8.3	-3.3	-9.9	-12.6
CCCCCCCCCCCCCCCCOc1ccc(-c2cc(=O)n(C)n2C)cc1	-19.1	-2.9	6.0	-18.6	-4.0	-8.4
O=C(O)c1ccccc1N=Cc1ccc(Cl)cc1	0.1	-5.7	9.6	-6.3	3.2	-10.7
Nc1nc2ncn(COC(CO)CO)c2c(=O)[nH]1	-2.3	0.8	7.0	6.9	20.1	18.6
COc1ccc(/C(Cl)=C(\C=O)c2cc(OC)c(OC)c(OC)c2)cc1OC	-5.0	-3.5	-0.9	23.1	13.9	13.8
CC(NNC(=S)N1CCCC1)c1cccc[n+]1[O-] (stereo not drawn)	8.4	8.3	3.4	-2.9	13.9	-4.9
CN(C)CCOC(=O)COc1ccc(Cl)cc1	9.9	28.9	-10.2	26.6	21.4	38.0
O=c1oc2ccccc2c(O)c1/C=N/C(=S)NCCc1ccccc1	-6.0	-10.2	-11.6	-22.4	-5.8	-27.8
COc1ccc(C2SCc3nc4ccccc4n32)cc1 (stereo not drawn)	7.0	-34.6	-12.9	-0.7	-5.5	3.5
O=C1Oc2ccccc2C(=O)C1=Ic1ccccc1	73.6*	38.0	31.3	52.9	56.0	51.3
COC(=O)C(N)CSc1ccc([N+](=O)[O-])cc1[N+](=O)[O-] (stereo not drawn)	40.2	16.1	37.5	39.5	48.9	25.1
CCCCCC(/C=C/[C@@H]1[C@H]2CC(=O)O[C@H]2C[C@H]1N1CCOCC1)OC1CCCO1 (stereo partly drawn)	11.8	-29.6	0.2	-6.3	11.8	-35.1
O=C1CC2(CCc3ccccc32)C(=O)N1CN1CCN(c2ccccn2)CC1 (stereo not drawn)	-10.0	-1.9	0.6	3.5	18.1	-9.2
C(=C\c1ccc(-c2ccccc2)cc1)/c1ccc(-c2ccccc2)cc1	4.4	-16.7	-16.2	-19.9	-16.4	-5.3

17 structures already listed, arranged by SMILES length, lowest first.
SMILES	sgs1 mgt1	bub3	rad50	yeast mec2-1	mlh1 rad18	yeast cln2 rad14
CNc1ccc(Cl)cc1C(N)=O	28.7	7.0	2.8	6.9	19.9	-3.2
CN1C(=O)CSC(C)(C)C1=O	5.0	-1.9	11.2	2.5	-4.3	-3.4
CCCCCCCC/C=C\CCCCCCCC(=O)Cl	-14.0	-8.8	-19.0	-33.8	-23.1	-55.9
O=C(O)c1ccccc1N=Cc1ccc(Cl)cc1	0.1	-5.7	9.6	-6.3	3.2	-10.7
O=C1Oc2ccccc2C(=O)C1=Ic1ccccc1	73.6*	38.0	31.3	52.9	56.0	51.3
Nc1nc2ncn(COC(CO)CO)c2c(=O)[nH]1	-2.3	0.8	7.0	6.9	20.1	18.6
CC(NNC(=S)N1CCCC1)c1cccc[n+]1[O-] (stereo not drawn)	8.4	8.3	3.4	-2.9	13.9	-4.9
O=c1oc2ccccc2c(O)c1/C=N/C(=S)NCCc1ccccc1	-6.0	-10.2	-11.6	-22.4	-5.8	-27.8
CCCCCCCCCCCCCCCCOc1ccc(-c2cc(=O)n(C)n2C)cc1	-19.1	-2.9	6.0	-18.6	-4.0	-8.4
C(=C\c1ccc(-c2ccccc2)cc1)/c1ccc(-c2ccccc2)cc1	4.4	-16.7	-16.2	-19.9	-16.4	-5.3
O=C1CC2(CCc3ccccc32)C(=O)N1CN1CCN(c2ccccn2)CC1 (stereo not drawn)	-10.0	-1.9	0.6	3.5	18.1	-9.2
COC(=O)C(N)CSc1ccc([N+](=O)[O-])cc1[N+](=O)[O-] (stereo not drawn)	40.2	16.1	37.5	39.5	48.9	25.1
COc1ccc(/C(Cl)=C(\C=O)c2cc(OC)c(OC)c(OC)c2)cc1OC	-5.0	-3.5	-0.9	23.1	13.9	13.8
O=C(c1ccccc1)N1C2C3CC(OCc4ccccc4)(OCc4ccccc4)C(O3)C21 (stereo not drawn)	-16.4	16.8	-8.3	-3.3	-9.9	-12.6
O=[N+]([O-])c1ccc2c(c1)[S@@](=O)c1nc([N+](=O)[O-])cnc1N2	57.9	57.7	25.8	41.2	59.6	46.6
CCCCCC(/C=C/[C@@H]1[C@H]2CC(=O)O[C@H]2C[C@H]1N1CCOCC1)OC1CCCO1 (stereo partly drawn)	11.8	-29.6	0.2	-6.3	11.8	-35.1
CC(=O)OC1C(C)OC(OC(=O)C2CCC3C(C2)OC2(CC(OC(=O)/C=C/c4ccccc4)C(C)CO2)C32CO2)C(OC2OC(C)C(O)C(O)C2O)C1O (stereo not drawn)	2.3	3.6	1.3	-16.8	-62.9	13.5

(further entries)
SMILES	sgs1 mgt1	bub3	rad50	yeast mec2-1	mlh1 rad18	yeast cln2 rad14
CCN1c2ccccc2NC(=S)c2c1n[nH]c2-c1ccccc1	-20.4	4.8	-20.9	16.9	7.8	3.8
CC(=O)NC(C)(C)C1CCC(C)=C(c2ccccc2)C1 (stereo not drawn)	67.2	27.6	32.8	-17.6	-21.2	18.6
COc1cc(N2C(=O)CSC2=S)cc(OC)c1OC	61.8	33.8	21.3	12.3	23.4	25.4
CSC1=NC=C(C#N)C2=NC(c3c(Cl)cccc3Cl)NN12 (stereo not drawn)	48.8	42.5	34.0	11.2	36.0	25.7
O=C1CSC(Cc2nc3ccccc3[nH]2)=N1	73.0*	77.8*	76.7*	79.5*	74.9*	69.0
COC1C(OC(=O)c2ccc(C)[nH]2)C(O)C(Oc2ccc3c(O)c(NC(=O)c4c[nH]c(C(=O)Nc5c(O)c6ccc(OC7OC(C)(C)C(OC)C(OC(=O)c8ccc(C)[nH]8)C7O)c(C)c6oc5=O)c4C)c(=O)oc3c2C)OC1(C)C (stereo not drawn)	15.2	11.4	17.0	8.4	26.6	24.7
CCC(SC(CC)(CC(C)C)C(N)=O)C(N)=O (stereo not drawn)	15.8	6.9	4.1	-5.7	-14.4	-53.0

Bioassay records: PubChem, NCI
